# Bioassay records as filed in PubChem BioAssay.
# TTR transcr act – activators of transthyretin transcription; SH-SY5Y TTR promoter Gaussia luciferase, luminescence; 100% = recombinant luciferase protein wells; activation, % at 16.7 µM; 92,000 compounds, 1.3% hits; AID 1117267;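 active = activation above the mean of all tested compounds plus 3 SD, cut at about 9.5% in these data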;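 also: cells exposed to compounds for one day before reading; 0% = median of all test compound wells on the plate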
# Starred values were filed as active, the others as inactive.
SMILES,TTR transcr act
COc1coc(C(O)CN)cc1=O (stereo unspecified),0.7
O=C(CN1C(=O)COc2ccccc21)NCCCN1CCc2ccccc2C1,1.1
O=C(O)CCC(=O)Nc1ccc(Cc2ccc(NC(=O)CCC(=O)O)c(O)c2)cc1O,2.0
O=C(C1CCCN1S(=O)(=O)c1ccc(Cl)cc1)N1CCN(c2ccccc2)CC1 (stereo unspecified),2.0
Cn1c(=O)c2c(ncn2Cc2cc(-c3ccccc3)no2)n(C)c1=O,-0.3
C/C(=N\Nc1nc(C)cc(-c2ccccc2)n1)c1ccc(F)cc1,0.7
CCOC(=O)Cc1csc(NC(=S)NC(=O)c2ccc(F)cc2)n1,3.0
C[C@@H]1CN([C@H](C)CO)C(=O)c2c(c3ccccc3n2C)-c2ccccc2CO[C@@H]1CN(C)Cc1ccc(O)cc1,-0.6
CCOC(=O)C(C)N1CC(=O)N(c2ccccc2)C1=O (stereo unspecified),-1.1
CCc1ccc(C(=O)NNC(=O)Cn2c(=O)cnc3ccccc32)cc1,4.5
O=C(CCl)NCCCN(C(=O)C(Cl)Cl)c1ccc([N+](=O)[O-])cc1,0.6
Cc1cc(NC(=O)CS(=O)CC(=O)Nc2c(C)cccc2C)ccc1-n1cnnn1 (stereo unspecified),-0.6
CCOC(=O)N1CCC(NC(=S)Nc2ccc3nc(N4CCN(C)CC4)cc(C)c3c2)CC1,-1.6
COc1cccc(CNC(=O)Cn2cccc2)c1,0.1
CCOC(=O)c1c(NC(=O)CSc2nnc(-c3ccco3)o2)sc(C)c1C,0.3
Cc1cc(C)c(S(=O)(=O)NCc2ccncc2)c(C)c1,-3.9
CCC(CO)NCc1ccc(OCC(=O)Nc2cccc(C(F)(F)F)c2)c(OC)c1 (stereo unspecified),0.7
Cc1ccc(C)c(-c2nnc(NC(=O)Cc3ccccc3)o2)c1,0.2
O=C(CCSc1nccn1Cc1ccccc1)N1CCOCC1,-1.6
COC(=O)C1NN=C(C(=O)c2ccccc2)C1c1ccccc1 (stereo unspecified),-0.5
Cc1cc(C)n(C(=O)c2ccc(C)c(S(=O)(=O)N3CCOCC3)c2)n1,3.7
Cc1sc(N)nc1-c1ccc(Oc2ccccc2)cc1,-2.0
COc1cccc(/C=N/NC(=O)CCc2ccccc2)c1,-2.6
CC1CCCN(c2cccc3c2S(=O)(=O)N(Cc2cccc(Cl)c2)[C@@H](C)[C@H](c2ccccc2)O3)C1 (stereo partly specified),1.3
Oc1ccc(-c2n[nH]c(=S)n2Cc2ccco2)cc1,3.3

# In another format: 6 of the compounds above
TTR transcr act,Structure
0.2,Cc1ccc(C)c(-c2nnc(NC(=O)Cc3ccccc3)o2)c1
-1.6,O=C(CCSc1nccn1Cc1ccccc1)N1CCOCC1
-0.5,COC(=O)C1NN=C(C(=O)c2ccccc2)C1c1ccccc1 (stereo unspecified)
3.7,Cc1cc(C)n(C(=O)c2ccc(C)c(S(=O)(=O)N3CCOCC3)c2)n1
-2.0,Cc1sc(N)nc1-c1ccc(Oc2ccccc2)cc1
-2.6,COc1cccc(/C=N/NC(=O)CCc2ccccc2)c1

# New compounds follow
SMILES,TTR transcr act
CCN(CC)C(=O)CSc1nnc(-n2nc(C)cc2C)c2ccccc12,-0.3
CC(=O)NCc1cc(-c2nn(C)c(=O)c3ccccc23)ccc1C,2.6
O=C(Nc1cccc2ncccc12)c1ccccc1F,-0.1
Cc1ccc(C(=O)N[C@H](C(=O)OCc2cc(=O)n3c(n2)sc2ccccc23)C(C)C)cc1,2.8
O=C(OCC#CCSc1nnc(-c2cccc3ccccc23)o1)c1cccc(C(F)(F)F)c1,3.9
CN1C(=O)c2c(sc3c2CC(C)(C)SC3)N2CCN=C12,-0.8
COc1ccc2c(c1)CC/C(=C\Nc1ccc3c(c1)OCO3)C2=O,-0.4
COc1ccccc1CNC(=O)C(C)c1ccc([N+](=O)[O-])cc1 (stereo unspecified),0.2
C/C(=N\NC(=O)Cn1nc(C)cc1C)c1ccc([N+](=O)[O-])cc1,-1.4
COc1ccc(NC(=O)COc2nsnc2N2CCOCC2)c(OC)c1,1.7
CCN1CCN(C(c2cccs2)C(C)NC(=O)c2c(F)cccc2F)CC1 (stereo unspecified),4.8
COC(=O)C1=C(C(=O)OC)[C@@H]2N(C)c3ccccc3[C@@]23C[C@@H](C(=O)OC)N(C(=O)C2CCC2)C3=N1,-4.3
Cc1cc(C)nc(N/N=C/c2cccc3ccccc23)n1,8.9
COc1ccc(CNC(=O)CCOc2ccc(C(C)(C)C)cc2)cc1,9.5
O=C(O)COc1ccccc1/C=N/NC(=O)C(O)c1ccccc1 (stereo unspecified),0.4
Cn1c(=O)c2cc(S(=O)(=O)NCCC(=O)NCC3CCCO3)ccc2n(C)c1=O (stereo unspecified),3.2
C=CCc1cccc2cc(C(=O)NCCOC)c(=O)oc12,-2.2
CC(C)CN1CCN(Cc2cc(F)ccc2-n2cccn2)CC1CCO (stereo unspecified),2.3
CCc1ccc(Nc2cc(C)nc3ncnn23)cc1,0.1
CC1CNC(=S)N(c2ccccc2)C1=O (stereo unspecified),-0.3
Cc1ccc(/C(N)=N/OC(=O)COc2ccc(Cl)c(C)c2)cc1,1.7
O=C(C1CCCN1S(=O)(=O)c1ccc(Cl)c(Cl)c1)N1CCOCC1 (stereo unspecified),1.2
Cc1cc(C)nc(N2CCN(c3ccc(F)cc3)CC2)n1,-1.6
O=C1c2oc3ccc(Cl)cc3c(=O)c2C(c2cccc(Br)c2)N1CCO (stereo unspecified),-3.8
O=C(O)c1cc(-c2ccc3c(c2)OCCO3)n[nH]1,-0.2

# The listing continues.
SMILES,TTR transcr act
COC(=O)[C@]12C[C@H](CC(=O)NCCCCc3ccccc3)C(=O)N(Cc3ccc4c(c3)OCO4)C1=C[C@H](C(C)C)O[C@@H]2C1CC1,0.0
Cc1occc1-c1nnc(SCC(=O)Nc2ccccc2-c2ccccc2)n1C,-0.6
Cn1nnnc1SCC(=O)Nc1nc2c(F)c(F)c(F)cc2s1,-0.8
CN1C(=O)CSC1=Nc1ccc(F)cc1,-0.5
COc1ccc(-n2c(=O)c3c(C)c(C)sc3n(Cc3ccc(F)cc3)c2=O)c(OC)c1,3.7
CCOC(=O)CNC(=O)N(C)[C@H]1C[C@H]2c3[nH]c4ccccc4c3CCN2C[C@H]1[C@H](C)O,-1.9
CC(Oc1ccc(Cl)cc1Cl)C(=O)NNC(=O)[C@@H]1CCCC[C@@H]1C(=O)O (stereo partly specified),8.8
CCN(CC)C(=O)c1ccc2nc3ccccc3nc2c1,-2.7
CNc1ccc(C(=O)OCC(=O)Nc2ccnn2C(C)C)cc1[N+](=O)[O-],-0.7
CCC[C@H]1[C@@H](NC(=O)c2ccc(Cl)cc2)CC[C@@]23CCCN2C(=O)CCC[C@@H]13,0.5
O=C(COC(=O)Cc1ccccc1F)Nc1ccccc1[N+](=O)[O-],-0.1
O=c1cc(C=NNc2ccccc2)[nH]c(=O)[nH]1,0.5
O=C(NCCc1ccccc1)OCc1cn(Cc2ccc(F)cc2)nn1,-1.1
CC(=O)c1cccc(OCc2cc(C(=O)N3C[C@@H](C)O[C@@H](C)C3)no2)c1,3.2
CCCCCC(=O)N1CCCC1,0.0
O=C(CCc1ccccc1)Nc1nnc(-c2ccc3c(c2)OCCO3)o1,-2.0
O=C(NC(=S)Nc1ccc(Br)cn1)c1cccs1,-0.1
O=C(OCC(=O)N1CCC(Cc2ccccc2)CC1)c1ccccc1,3.9
Cc1cccc(C)c1OCC(=O)Nn1c(=O)[nH]c2ccccc2c1=O,0.4
Cc1ccc(-c2nc(NC(=O)c3ccc(S(=O)(=O)N(CCC#N)CCC#N)cc3)sc2-c2ccccc2)cc1,0.5
CN1CCN(c2ccc(Cl)cc2NC(=O)C2COc3ccccc3O2)CC1 (stereo unspecified),-0.8
CCCn1c(C2CCCN2c2nc(-c3cccc(Br)c3)cs2)nc2cc(Cl)c(Cl)cc21 (stereo unspecified),-0.6
Cc1ccc(S(=O)(=O)N2CCOCC2)cc1NC(=O)CSc1ccc(Cl)cc1,5.7
CC(C)(C)C(=O)Nc1ccnn1C1CCN(C(=O)c2cccc(Cl)c2)CC1,4.0
Nn1c(SCC(=O)Nc2ccc3c(c2)OCO3)nncc1=O,-2.4

# Six successive compounds already listed, for reference:
SMILES,TTR transcr act
C/C(=N\NC(=O)Cn1nc(C)cc1C)c1ccc([N+](=O)[O-])cc1,-1.4
COc1ccc(NC(=O)COc2nsnc2N2CCOCC2)c(OC)c1,1.7
CCN1CCN(C(c2cccs2)C(C)NC(=O)c2c(F)cccc2F)CC1 (stereo unspecified),4.8
COC(=O)C1=C(C(=O)OC)[C@@H]2N(C)c3ccccc3[C@@]23C[C@@H](C(=O)OC)N(C(=O)C2CCC2)C3=N1,-4.3
Cc1cc(C)nc(N/N=C/c2cccc3ccccc23)n1,8.9
COc1ccc(CNC(=O)CCOc2ccc(C(C)(C)C)cc2)cc1,9.5

# Remaining list, next part
SMILES,TTR transcr act
C(=N\Nc1nc(-c2ccccc2)cs1)/c1cccnc1,-2.0
CC(C)[C@H](NS(=O)(=O)c1ccccc1)C(=O)OCC(=O)NC(=O)NC1CCCCC1,-0.7
C=CCn1c(SCC(=O)Nc2ccc(N3CCOCC3)cc2)nnc1-c1ccncc1,1.1
Cc1ccc(S(=O)(=O)NNC(=O)c2cccnc2)cc1,2.5
CCOc1ccccc1N(CC(=O)NC1CCCCC1)C(=O)CCC(=O)Nc1nccs1,1.4
CCNC(=O)C1CCCN(Cc2cc(C(F)(F)F)ccc2Cl)CC1 (stereo unspecified),0.3
COC(=O)CSc1nc(NCC(C)C)nc(N2CCOCC2)n1,-0.4
CCCn1c(Nc2nc3ccccc3n2C)nc2ccccc21,3.5
Clc1ccc(-n2nnc(-c3ncc[nH]3)n2)cc1Cl,1.9
COc1ccc(CCn2c(C3CCCCC3)nc3c(c(=O)c4ccccc4n3C)c2=O)cc1,-1.7
Cc1ccsc1/C=N/NC(=O)CSCc1ccc(Cl)cc1,3.0
Cn1nnnc1SCCNCc1ccncc1,1.7
O=C(Nc1ccc(-c2ccccc2)cc1)c1ccccc1,-5.8
c1ccc(-c2cccc(CNc3nc(-c4ccccn4)nnc3-c3ccccc3)c2)cc1,-3.5
CC(=O)Nc1ccc(OCC(O)CNC2CCCC2)cc1 (stereo unspecified),2.5
CSCc1cc(N2CCCC2)nc(-c2ccccc2)n1,-0.2
O=C(Nc1ccc(NC(=O)C2CC2)nc1)c1cccnc1,-2.0
O=C(C[n+]1ccccc1)N/N=C/c1ccccc1Cl,-0.3
C[C@@H]1CCC(=O)N(CC[C@H](Oc2ccccc2)c2ccccc2)CC1,-0.8
CCCn1nnnc1NCc1cccc(OC)c1OCC,-0.8
CC(=O)Nc1nc(CCN2C(=O)c3ccccc3C2=O)cs1,0.1
Cc1ccc(C(=O)NCCNC(=O)c2ccco2)cn1,3.6
COc1ccccc1NC(=O)CN1C(=O)CSC(C)C1=O (stereo unspecified),0.9
CN=C1S/C(=C/c2cc(C)n(Cc3ccccc3)c2C)C(=O)N1C,-1.8
CCCCN(C(=O)c1cccc(C)c1)c1c(N)n(CCC)c(=O)[nH]c1=O,-1.4

# Next section
SMILES,TTR transcr act
COc1cc(/C(O)=C(\C#N)c2nc3ccccc3[nH]2)cc(OC)c1OC,-0.1
C[C@@H]1CN([C@@H](C)CO)C(=O)c2cc(C#Cc3ccccc3)cnc2O[C@H]1CN(C)C(=O)c1ccccc1F,-3.2
Cc1nc(-c2cc(C#N)c(=O)[nH]c2C)cs1,16.0*
COc1ccc(NC(=O)c2ccco2)cn1,1.6
O=C(NCCc1ccccn1)c1c(-c2ccccc2)sc2ccccc12,0.8
Cc1ccc(N2CCN(CC3CC=CCC3)CC2)cc1 (stereo unspecified),-2.0
O=C(Nc1ccccc1-c1ccccc1)c1cc(C(F)(F)F)cc(C(F)(F)F)c1,0.3
O=C(COc1ccccc1-c1ccccc1)NNC(=O)NC1CCCCC1,-1.3
COc1ccccc1N1CCN(C(=O)C(Sc2ccccc2)c2ccccc2)CC1 (stereo unspecified),-3.2
CC1CCCN(C(C(=O)Nc2ccc3c(c2)OCCO3)c2ccccc2)C1 (stereo unspecified),0.2
CCOC(=O)c1ccc(NC(=O)COc2ccccc2CNCCc2ccccc2)cc1,-4.0
COc1ccc(/C(C)=N/NC(=O)c2sccc2-n2cccc2)cc1,0.2
COc1ccc(Cl)c(NC(=O)NCCN2CCN(c3ccccc3)CC2)c1,1.9
Cc1ccc(Cl)cc1NC(=O)CN1CCOCC1,4.4
O=C(CN1C(=O)CSC1=O)Nc1ccccc1F,7.9
Clc1ccc(-c2cn3cc(Br)ccc3n2)cc1Cl,-1.0
COC/C=C/C1=CC(=O)C[C@H](c2ccc3c(c2)OCO3)C1,-0.4
NC(=O)COc1ccccc1,0.0
O=C(CSc1nc2c(cnn2-c2ccc(F)cc2)c(=O)[nH]1)N1CCCCCC1,1.6
COc1cc(Br)cc(/C=N/NC(=O)Cc2ccccc2)c1O,3.6
O=C(NCCN1CCOCC1)c1ccc2c(c1)N(Cc1ccc(F)cc1)C(=O)CS2,0.3
Cc1nn(-c2ccccc2)c2c1C1(C(=O)N(C)c3ccccc31)C(C#N)=C(N)O2 (stereo unspecified),-1.1
c1ccc2c(N3CCCCC3)nc(N3CCCCC3)nc2c1,-1.0
Cc1ccc(S(=O)(=O)N2CCC(=O)N([C@H](COCc3ccc(Cl)cc3Cl)Cc3ccccc3)CC2)cc1,-1.0
Cc1ccc(NC(=O)C2CCCN(S(=O)(=O)c3c(C)noc3C)C2)c(Br)c1 (stereo unspecified),-1.2

# Following part:
SMILES,TTR transcr act
CN(CC(=O)Nc1ccc(F)cc1)C(=O)c1ccc(OCc2cn3ccccc3n2)cc1,6.0
COc1cc(C2=NOC(C(=O)NC3CCCCC3)C2)cc(OC)c1OC (stereo unspecified),0.0
COc1ccc(-c2cc(C(=O)N3CCCCC3)c3ccccc3n2)cc1OC,1.2
O=C(CSc1nnc(-c2ccccc2O)o1)N1CCc2ccccc2C1,1.0
CCN(CC(=O)NCc1cccs1)C(=O)c1ccc(-c2ccc(F)cc2)o1,6.7
O=[N+]([O-])c1ccc(C=NN2CCCCCC2)cc1,-0.3
O=C(Nc1cccc([N+](=O)[O-])c1)NN1CCCCCC1,-1.9
C[C@H](CO)N1C[C@H](C)[C@@H](CN(C)C(=O)Nc2ccccc2)Oc2ccc(NC(=O)Nc3ccc(C(F)(F)F)cc3)cc2C1=O,-1.0
Cc1ccc(NC(=O)COC(=O)c2nn(C)c(=O)c3ccccc23)cc1F,2.1

# These rows are one share of the data, so the mix of outcomes need not match the whole.
